# Compound activity from PubChem BioAssay.
# ERp5 inh = ERp5 (human) disulfide isomerase inhibition. Q15084. AID 651711. inhibition, % at 9.99 µM. ERp5 insulin aggregation, absorbance 650 nm, 90 min. 0.05% of 350,000 active;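 active = mean replicate inhibition above about 25%, with every replicate also reaching it, limit read from the data, passing the limit was not always enough; inconclusive = only one of those two criteria met; inactive = neither criterion met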
# S100A4 MyoIIA = S100A4-myosin IIA interaction inhibition. AID 652163. S100A4/TAMRA-MyoIIA peptide fluorescence polarization. 0.14% of 360,000 active. inhibition, % at 10.7 µM;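 active = mean inhibition of at least 70% across replicates, with every replicate also reaching that level; inconclusive = mean inhibition reaches 70% but some replicates fall short; inactive = mean inhibition below 70%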
#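 Material: S100A4 monomer protein / Buffer or medium: 50 mM HEPES pH 7.2, 10 mM CaCl2, 100 mM KCl / Times: 5 min incubation before reading / Benchmarks: neutral control DMSO, positive control TFP / Reagent: labelled myosin peptide probe, 5 nM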
# ERAP1 inh = ERAP1 (human) enzyme inhibition. 0.15% of 340,000 active. recombinant ERAP1, Leu-AMC fluorescence, 60 min. inhibition, % at 10.7 µM;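 active = mean replicate inhibition of at least 30%, or all replicates individually reaching that 30% level; inactive = mean below 30% and not every replicate reaching it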;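 also: 0% = neutral control wells and 100% = L-leucinethiol positive control wells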
# RAD52 anneal inh = inhibitors of human RAD52 DNA annealing. recombinant RAD52 DNA annealing, FRET fluorescence. inhibition, % at 18.7 µM. 0.46% of 360,000 active. AID 651710;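 active = every replicate showing at least 50% inhibition; inconclusive = mean inhibition at least 50% but not in every replicate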
# Target sequence (P43351 whole entry, looked up): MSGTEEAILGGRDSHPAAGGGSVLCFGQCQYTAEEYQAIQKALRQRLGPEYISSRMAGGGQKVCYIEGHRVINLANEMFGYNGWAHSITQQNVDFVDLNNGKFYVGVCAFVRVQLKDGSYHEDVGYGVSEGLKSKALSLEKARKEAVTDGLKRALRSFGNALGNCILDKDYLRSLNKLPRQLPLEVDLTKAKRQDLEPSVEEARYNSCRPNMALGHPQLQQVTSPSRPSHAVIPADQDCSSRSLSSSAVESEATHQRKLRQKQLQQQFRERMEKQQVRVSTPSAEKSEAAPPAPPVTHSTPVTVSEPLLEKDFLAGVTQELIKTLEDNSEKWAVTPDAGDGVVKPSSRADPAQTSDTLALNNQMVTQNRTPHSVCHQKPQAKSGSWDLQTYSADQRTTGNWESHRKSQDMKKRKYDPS
# RAD54 branch = inhibitors of human RAD54 branch migration; Q92698; 0.14% of 360,000 active; inhibition, % at 10.4 µM; RAD54 Holliday junction branch migration, FAM/BHQ fluorescence;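 active = mean normalized replicate activity at least 40 and at least half of replicates scoring 40 or more; inconclusive = only one of the two criteria met; inactive = mean below 40 and under half of replicates reaching 40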;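 also: 0% = median of neutral control wells and 100% = median of positive control wells; inhibitors cause a drop in the FAM fluorescence signal; in these data hits start at about 50%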
# E-selectin induc = induces E-selectin expression in human endothelial cells. activation, % at 7.58 µM. P16581. HUVEC E-selectin immunofluorescence imaging; normalized: neutral wells 0, TNF-alpha wells 100. 0.37% of 260,000 active;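 active = mean E-selectin-positive cell signal at least 10% of the positive control, reached in at least 60% of replicates, without over 20% cell loss; inconclusive = no rule given, readout overlaps actives, possibly toxicity-flagged; inactive = the rest, including those meeting only one limit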;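 also: in these data hits start at about 27%; measured in HUVEC primary endothelial cells; signal is the percent of cells scored E-selectin positive by PE staining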
# Target sequence (P16581 whole entry, looked up): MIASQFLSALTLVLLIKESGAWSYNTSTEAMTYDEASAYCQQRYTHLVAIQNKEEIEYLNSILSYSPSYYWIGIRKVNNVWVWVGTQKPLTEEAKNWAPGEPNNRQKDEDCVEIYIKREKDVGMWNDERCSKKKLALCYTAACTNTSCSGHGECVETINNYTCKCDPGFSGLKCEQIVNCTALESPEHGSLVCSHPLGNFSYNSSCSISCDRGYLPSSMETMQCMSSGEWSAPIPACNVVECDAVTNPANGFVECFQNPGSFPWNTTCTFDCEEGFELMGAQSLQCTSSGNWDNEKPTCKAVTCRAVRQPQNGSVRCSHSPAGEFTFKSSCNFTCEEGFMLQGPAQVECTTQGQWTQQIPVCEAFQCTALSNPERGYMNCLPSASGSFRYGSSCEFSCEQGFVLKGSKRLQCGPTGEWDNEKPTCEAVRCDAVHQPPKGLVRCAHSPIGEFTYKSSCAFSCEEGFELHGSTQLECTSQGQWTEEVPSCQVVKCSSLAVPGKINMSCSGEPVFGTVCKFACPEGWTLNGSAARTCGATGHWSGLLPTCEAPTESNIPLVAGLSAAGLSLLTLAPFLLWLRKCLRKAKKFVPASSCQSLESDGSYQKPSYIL
#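 System: HUVEC / Compound: single concentration / Signal: immunofluorescence imaging / Read-out: percent E-selectin-positive cells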
# Xi reactivation = reactivates the inactive X chromosome in mouse fibroblasts; XiGFP mouse fibroblasts, % GFP-positive cells imaging, 3 d; cells co-treated with 5-aza-dC sensitizer; scaled so ellipticine positive control = 100%; activation, % at 7.58 µM; 0.055% of 360,000 active; AID 743238;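 active = mean normalized replicate activation at least 10% and every replicate at or above 10%; inconclusive = only one of the two criteria met; inactive = mean below 10% and not all replicates reach 10%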;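 also: 0% = median of on-plate neutral control wells and 100% = ellipticine 6 µM median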
#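 System: SV40-immortalized XiGFP fibroblast cells, line 68-5-11 / Incubation: 3-day compound exposure, then 15 min fixation at room temperature / Compound: single concentration per compound, delivered by pin transfer / Buffer or medium: DMEM plus 5-aza-dC sensitizer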
# esBAF inh = blocks esBAF chromatin remodeling in mouse ES cells. AID 602393. 2% of 350,000 active. reporter increase, % at 12.5 µM. Bmi1-luciferase knock-in reporter, 24 h; 100% = twice the neutral-well signal; in the data active = activation above about 40%; inconclusive = no clear call, values can overlap the other calls;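 also: 0% = median of the plate's neutral control wells and 100% = double that signal; a rise in the Bmi1 reporter signal indicates esBAF inhibition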
# * marks the source's active call; other numbers are inactive results; ? = inconclusive; / = not tested or not shown; & = joins results of further samples. The order is random (roughly 2.5% active in at least one column).
No.	compound	ERp5 inh	S100A4 MyoIIA	ERAP1 inh	RAD52 anneal inh
1	CCCCOC(=O)N/N=C/C=C/c1ccccc1	7	7	2	-8
2	NS(=O)(=O)c1cccc(NC(=O)CSc2nnc(C3CC3)n2Cc2ccccc2)c1	1	1	/	-4
3	CCOc1ccc(OCC(=O)Nc2ccc(S(N)(=O)=O)cc2)cc1	-4	5	1	-12
4	CC(=O)N1CC2(C1)[C@H](c1ccccc1)[C@@H](CO)N2C(=O)c1ccncc1	3	-9	0	-3
5	CNC(=O)c1cc(Oc2ccc(NC(=O)c3[nH]c(-c4ccccc4)c4c3C(=O)N(C)C4=O)cc2)ccn1	-4	-5	0	1
6	O=S(=O)(c1ccc(F)cc1)N1CCN(c2ccc(-c3ccccc3)nn2)CC1	-2	3	-1	-18
7	Cc1ccc(-n2nccc2-c2nn(-c3cccc(C(F)(F)F)c3)c(=O)n(C)c2=O)cc1	0	-3	-2	-1
8	O=C(Nc1nc2ccccc2[nH]1)c1ccc(Br)o1	5	0	2	-19
9	CCN(CC)CCn1c2ccc(Cl)cc2c2nc(C)sc21	3	-4	-1	47
10	CC(C)CC#Cc1cnc2c(c1)C(=O)N([C@H](C)CO)C[C@@H](C)[C@@H](CN(C)Cc1ccccc1C(=O)O)O2	-4	2	0	16

No.	RAD54 branch	E-selectin induc	Xi reactivation	esBAF inh
1	-2	/	0.1	51*
2	/	0.1	0.0	-3
3	/	2.0	0.4	/
4	/	0.1	0.1	/
5	-6	0.0	0.1	6
6	/	-0.8	0.0	/
7	-1	/	0.0	-8
8	/	-2.0	-0.1	/
9	64*	/	/	-6
10	3	-0.2	-0.2	-2

# More structures follow.
No.	compound	ERp5 inh	S100A4 MyoIIA	ERAP1 inh	RAD52 anneal inh
11	CN(C1CCCCC1)S(=O)(=O)c1ccc(S(=O)(=O)N2CCN(CCC#N)CC2)cc1	0	16	1	-13
12	CCOc1ccc(Nc2nc(N)c([N+](=O)[O-])c(N3CCN(C)CC3)n2)cc1	3	-1	4	15
13	CCc1ccc(NC(=O)CSCCN2C(=O)c3ccccc3C2=O)cc1	6	-2	-4	-14
14	COCCN(C(=O)c1sc2ccccc2c1Cl)c1c(N)n(CC(C)C)c(=O)[nH]c1=O	-7	5	-8	5
15	O=C(Nc1ccc(N2CCCC2)c(Cl)c1)c1ccc([N+](=O)[O-])cc1	-3	6	1	-13
16	Cc1ccnc(NS(=O)(=O)c2ccc(NC(=O)CC(C)c3ccccc3)cc2)n1 (stereo unspecified)	1	-1	-4	-23
17	C[C@@H]1CN([C@@H](C)CO)C(=O)Cc2cc(NC(=O)Cc3ccccc3)ccc2O[C@@H]1CN(C)C(=O)Nc1ccccc1	7	-40	-4	17
18	Nc1ccn([C@@H]2O[C@H](CO)[C@@H](O)C2O)c(=O)n1 (stereo partly specified)	-2	3	2	0
19	c1ccc2c(c1)CN1CCCC1=N2	1	2	1	10
20	C[C@H](CO)N1C[C@H](C)[C@@H](CN(C)Cc2ccc(C(=O)O)cc2)Oc2ncc(Br)cc2C1=O	2&4	-6&0	-1&0	-14&16

No.	RAD54 branch	E-selectin induc	Xi reactivation	esBAF inh
11	5	0.1	0.1	-44
12	1	0.1	0.0	-3
13	/	/	0.2	-4
14	11	/	-0.1	-7
15	/	/	0.0	/
16	3	-0.2	0.0	-4
17	5	0.2	0.0	0
18	2	0.0	0.9	-42
19	-19	0.0	0.1	-6
20	2&-1	0.0&-0.4	-0.2&0.4	-3&-5

# (continued)
No.	compound	ERp5 inh	S100A4 MyoIIA	ERAP1 inh	RAD52 anneal inh
21	C/C=C/c1cnc2c(c1)C(=O)N([C@H](C)CO)C[C@H](C)[C@H](CN(C)C(=O)NC1CCCCC1)O2	0	-6	0	2
22	Cc1ccc(S(=O)(=O)N2CCCCCC2)cc1[N+](=O)[O-]	1	2	-1	-19
23	COCCOc1ccc(C(F)(F)F)cc1NC(=O)COC(=O)C12CC3CC(CC(O)(C3)C1)C2	-4	-3	1	11
24	O=C(NS(=O)(=O)Oc1cccc(Cl)c1Cl)OC[C@@H]1CCCN2CCCCC12 (stereo partly specified)	-1	-8	-3	-15
25	O=C(O)Cc1ccc(NC(=O)Cc2ccc3ccccc3c2)cc1	4	-3	-1	-9
26	COc1ccccc1N1CCN(C2CCCN(C(=O)CCc3ccccn3)C2)CC1 (stereo unspecified)	2	1	-3	-26
27	COc1ccc(CN2CCN(C(=O)C3CCC(CNS(=O)(=O)c4ccccc4)CC3)CC2)c(OC)c1OC (stereo unspecified)	-6	3	21	-14
28	COc1ccc(S(=O)(=O)NCC(=O)NC2CC2)cc1OC	8	-1	1	-2
29	COc1ccc(-c2cc3c(c4c2ccn4C)C2CCC3O2)cn1 (stereo unspecified)	0	0	/	-17
30	CC1=C(C(=O)N2CCCCCC2)CC(CC(=O)NCc2cccs2)C(=O)N1Cc1ccccc1 (stereo unspecified)	2	0	-1	-2

No.	RAD54 branch	E-selectin induc	Xi reactivation	esBAF inh
21	/	-0.1	1.3	/
22	10	-0.1	0.2	/
23	2	0.2	-0.1	1
24	/	/	0.0	/
25	-4	/	0.0	-2
26	-7	-0.2	0.4	/
27	/	/	-0.1	/
28	-14	-0.3	-0.1	-3
29	10	11	0.1	7
30	6	0.0	0.0	0

# Continuation.
No.	compound	ERp5 inh	S100A4 MyoIIA	ERAP1 inh	RAD52 anneal inh
31	CN(C)C(=O)C[C@@H]1C[C@@H]2c3cc(NC(=O)NC4CCCC4)ccc3O[C@@H]2[C@@H](CO)O1	-10	4	1	5
32	NS(=O)(=O)c1ccc(NC(=O)COC(=O)c2ccc(S(=O)(=O)N3CCOCC3)cc2)cc1	1	1	-5	-10
33	Cc1ccc(NC(=O)C2(C)CCN2Cc2cccc3c2OCO3)cc1O (stereo unspecified)	0	4	-3	-4
34	C/C=C/c1ccc([C@@H]2[C@@H](CO)N3CCCCN(C(=O)Nc4cc(F)ccc4F)C[C@H]23)cc1	4	5	-2	2
35	O=C(Nc1ccccc1)c1cc(C2COCCN2C(=O)C2CC2)on1 (stereo unspecified)	-6	5	13	-3
36	Cc1cc(Cl)nc(NC(=O)Nc2cccc(Cl)c2)n1	3	-2	-3	-8
37	COc1cc(OC)nc(C(NC(=O)C2CCN(Cc3c[nH]c4ccccc34)CC2)c2ccc(Cl)cc2)n1 (stereo unspecified)	-4	0	-4	19
38	Cc1ccccc1S(=O)(=O)N1CC(=O)N2[C@H](CO)[C@@H](c3ccc(C#CCC4CCCC4)cc3)[C@@H]2C1	-4	8	3	-24
39	CC(C)Cn1c(N)c(C(=O)COC(=O)CN2C(=O)C3CC=CCC3C2=O)c(=O)n(C)c1=O (stereo unspecified)	0	-3	2	9
40	Cc1cc(C)nc(NC(=O)CSc2nc3ccccc3s2)n1	3	2	3	-8

No.	RAD54 branch	E-selectin induc	Xi reactivation	esBAF inh
31	-16	-0.1	0.3	4
32	-19	0.1	0.0	1
33	2	0.0	0.0	3
34	7	0.6	0.0	-1
35	12	-0.2	0.1	3
36	-1	20	0.1	75*
37	-7	0.4	-0.1	-78
38	/	0.7	0.2	/
39	-8	3.0	-0.2	-4
40	-4	/	/	31

# Next section:
No.	compound	ERp5 inh	S100A4 MyoIIA	ERAP1 inh	RAD52 anneal inh
41	COc1ccc(C(=O)NCC(=O)NCc2ccc3c(c2)OCO3)cc1[N+](=O)[O-]	-8	-3	-1	-3
42	CCC(=O)N1C[C@H](C)[C@@H](OC)CN(C)C(=O)c2cc(NS(=O)(=O)CC)ccc2OC[C@@H]1C	-5	-3	2	-15
43	CCOC(=O)C1=C(c2ccccc2)N=C2SCC(=O)N2C1c1ccc(OC)c(OC)c1 (stereo unspecified)	5	1	-1	-3
44	CCO[C@H]1C[C@@H](c2ccc(CC)cc2)N(S(=O)(=O)c2ccc(C)cc2)C2CC(c3ccc(CC)cc3)N(S(=O)(=O)c3ccc(C)cc3)CC21 (stereo partly specified)	-5	-1	-1	-10
45	COc1ccc(C#Cc2cnc3c(c2)C(=O)N([C@H](C)CO)C[C@H](C)[C@H](CN(C)S(=O)(=O)c2ccc(C#N)cc2)O3)cc1OC	-2	-3	-1	10
46	Cc1ccc(C(=O)N2CCSC2=S)cc1	-7	1	0	-11
47	Cc1csc(N2C(=O)C3C4CCC(O4)C3C2=O)n1 (stereo unspecified)	2	-1	-2	-7
48	C[C@H](CO)N1C[C@H](C)[C@H](CN(C)C(=O)Nc2cccc(C(F)(F)F)c2)OCc2ccccc2-c2ccccc2C1=O	5	14	-2	0
49	CC1CCN(S(=O)(=O)c2ccc(C(=O)Nc3nnc(C4CC4)o3)cc2)CC1	-15	-5	1	-27
50	Cc1cc(-n2c(C)cc(C(=O)CN3C(=O)C(=O)N(C)C3=O)c2C)no1	/	4	0	-5

No.	RAD54 branch	E-selectin induc	Xi reactivation	esBAF inh
41	-1	-0.3	0.0	-7
42	-4	-0.1	0.3	3
43	12	/	/	4
44	/	-0.3	-0.1	/
45	-10	?	0.4	7
46	-6	4.8	0.1	-9
47	/	0.3	-0.1	/
48	2	0.1	0.3	4
49	18	-0.6	0.3	-28
50	-11	0.5	-0.1	6

# Full records, quoted from the list. Values in the order: ERp5 inh	S100A4 MyoIIA	ERAP1 inh	RAD52 anneal inh	RAD54 branch	E-selectin induc	Xi reactivation	esBAF inh
# C/C=C/c1cnc2c(c1)C(=O)N([C@H](C)CO)C[C@H](C)[C@H](CN(C)C(=O)NC1CCCCC1)O2 is listed with 0	-6	0	2	/	-0.1	1.3	/
# COc1ccc(-c2cc3c(c4c2ccn4C)C2CCC3O2)cn1 (stereo unspecified) is listed with 0	0	/	-17	10	11	0.1	7
# c1ccc2c(c1)CN1CCCC1=N2 is listed with 1	2	1	10	-19	0.0	0.1	-6

# 4 compounds from above, ordered by the value under ERAP1 inh, ascending.
no.	SMILES	ERAP1 inh
47	Cc1csc(N2C(=O)C3C4CCC(O4)C3C2=O)n1 (stereo unspecified)	-2
44	CCO[C@H]1C[C@@H](c2ccc(CC)cc2)N(S(=O)(=O)c2ccc(C)cc2)C2CC(c3ccc(CC)cc3)N(S(=O)(=O)c3ccc(C)cc3)CC21 (stereo partly specified)	-1
50	Cc1cc(-n2c(C)cc(C(=O)CN3C(=O)C(=O)N(C)C3=O)c2C)no1	0
42	CCC(=O)N1C[C@H](C)[C@@H](OC)CN(C)C(=O)c2cc(NS(=O)(=O)CC)ccc2OC[C@@H]1C	2
